# Screens from PubChem.
# Tb PFK inh: qHTS Assay to Find Inhibitors of T. brucei phosphofructokinase | AID 485367, 2010 | T. brucei PFK, ADP-Glo luminescence | ATP-dependent 6-phosphofructokinase (Trypanosoma brucei brucei), O15648 | 0.17% of 330,000 active | Potency, µM (top dose mostly 57.5 µM), inactives show at the highest dose activity, negative = inhibition, actives largely listed as inhibitors;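 note: potency is the fitted concentration of half-maximal effect; 0% = uninhibited 1x PFK enzyme wells and -100% = no-enzyme wells; nearly all actives have a fitted effect of over 60% in size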
# Target sequence (O15648 whole entry, looked up): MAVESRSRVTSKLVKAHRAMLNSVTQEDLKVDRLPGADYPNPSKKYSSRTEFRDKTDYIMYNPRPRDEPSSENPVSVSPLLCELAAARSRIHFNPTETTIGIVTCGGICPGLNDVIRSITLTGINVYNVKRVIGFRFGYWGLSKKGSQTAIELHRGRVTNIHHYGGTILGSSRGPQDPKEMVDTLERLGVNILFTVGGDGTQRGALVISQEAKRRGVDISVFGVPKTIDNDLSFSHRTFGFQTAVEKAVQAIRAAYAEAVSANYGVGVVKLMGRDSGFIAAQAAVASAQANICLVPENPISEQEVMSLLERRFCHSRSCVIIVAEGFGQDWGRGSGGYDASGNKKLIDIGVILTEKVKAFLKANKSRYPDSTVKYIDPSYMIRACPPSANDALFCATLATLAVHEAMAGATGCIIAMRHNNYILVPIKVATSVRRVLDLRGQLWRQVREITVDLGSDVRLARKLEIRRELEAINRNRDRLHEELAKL
#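 ADP-Glo luminescence quantified ADP after 45 min at room temperature, with 1.25 nM T. brucei PFK, 0.1 mM ATP and 0.5 mM fructose-6-phosphate in pH 8.0 TEA buffer. qHTS titrations up to 57 µM; curves classified by quality.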
# Rab9 promoter act: qHTS Assay for Rab9 Promoter Activators; Huh7 Rab9 promoter-luciferase reporter, luminescence, 24 h; Potency, µM (top dose mostly 9.22 µM), inactives show at the highest dose activation, negative = inhibition, hits mostly activators; 2.8% of 320,000 active; AID 485297, 2010; note: potency is the fitted concentration of half-maximal effect; % of control where 0% means no effect; nearly all actives have a fitted effect of over 60% in size
#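 Luciferase signal after 10 min detection reagent at ambient indicates Rab9 promoter upregulation; stably transfected Huh7 cells were treated 24 h with compound in DMSO at 37 °C, 5% CO2.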
# NPC1 prom act: qHTS Assay for NPC1 Promoter Activators | Huh7 NPC1 promoter luciferase reporter, 24 h | Potency, µM (doses to about 9.22 µM), for inactives: at the highest dose activation, hits mostly activators | 2.4% of 320,000 active | AID 485313, 2010;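 note: potency is the fitted concentration of half-maximal effect; % of control where 0% means no effect; nearly all actives have a fitted effect of over 60% in size; reporter is driven by a mutant NPC1 promoter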
#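 Readout is luciferase luminescence, reflecting NPC1 promoter activation in stably transfected Huh7 cells after 24 h compound exposure at 37 °C in reduced-serum medium with 10% FBS.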
# FLuc counter: qHTS profiling assay for firefly luciferase inhibitor/activator using purifed enzyme and Km concentrations of substrates (counterscreen for miR-21 project) | 6.9% of 360,000 active | purified FLuc, Km substrates, luminescence inhibition | Luciferin 4-monooxygenase (Photinus pyralis), P08659 | Potency, µM (doses to about 57.5 µM), for the others: at the highest dose activity change, negative = inhibition, most hits filed as inhibitors;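 note: potency is the fitted concentration of half-maximal effect; plate controls were vehicle for no effect and reference inhibitor for full effect; nearly all actives have a fitted effect of over 55% in size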
#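 Purified P. pyralis luciferase (10nM final) with 10uM D-luciferin and 10uM ATP (Km levels) in 50mM Tris acetate pH 7.5, 10mM Mg acetate, 0.01% Tween-20, 0.05% BSA; qHTS 6-point titration, ~60 µM downward; luminescence read.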
# TRPV1 ag: HTS Assay for Compounds that Act as Agonists of the Vanilloid Receptor 1. 0.19% of 320,000 active. activation, % at 8.33 µM. TRPV1-expressing cells, Fluo-8 calcium influx, agonist mode. AID 540275, 2011. Transient receptor potential cation channel subfamily V member 1 (Homo sapiens), Q8NER1; in the data active = activation above about 80%; inconclusive = between about 30% and that limit; note: 0% is about no effect
#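 TRPV1-expressing cells were cultured overnight at 35.5C and loaded with Fluo-8 calcium dye for 40 to 90 min at room temperature. After a 10 s baseline, compound was added and calcium influx was read kinetically for 3 min (ex 480/em 520 nm).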
# BRCA1 expr act: qHTS Assay to Identify Small Molecule Activators of BRCA1 Expression; MCF7-BRCA1-FFLuc reporter, luminescence, 48 h; response scale: scaled: vehicle 0%, 10 µM genistein 100%; Potency, µM (titrated, usually from 46.1 µM), for inactives: at the top dose activation, actives largely listed as activators; 1.1% of 380,000 active; AID 624202, 2012; note: potency is the fitted concentration of half-maximal effect; nearly all actives have a fitted effect of over 80% in size; some results filed as inactive show a strong effect at the top dose
#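 Cells: MCF7-BRCA1-FFLuc, 2000/well. Exposure: 48 h, 37 °C, 5% CO2. Read: luminescence, 15 min post-substrate. Controls: genistein 10 microM (maximal activation), DMSO (neutral).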
# p53 reactivator: qHTS assay for re-activators of p53 using a Luc reporter; H1299 p53-A138V BP100-luciferase reporter, luminescence, 24 h; Potency, µM (doses to about 92.2 µM), for the others: at the highest dose activity change, positive = activation, hits mostly activators; 0.063% of 320,000 active; note: potency is the fitted concentration of half-maximal effect; % of control where 0% means no effect; nearly all actives have a fitted effect of over 45% in size
#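 H1299 (p53-null), stable ts p53-A138V + BP100-Luc; 1000 cells/well, Opti-MEM/10% FBS; cpd 4 pt, 1:5; 24 h, 37 deg C, 5% CO2; detection reagent 10 min RT; luminescence.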
# RORgamma inh: qHTS for inhibitors of ROR gamma transcriptional activity; Drosophila S2 Gal4-RORgamma UAS-luciferase reporter, 20 h; AID 2551, 2010; 5.4% of 310,000 active; Potency, µM (top dose mostly 53.6 µM), for inactives: top-dose activity change, negative = inhibition, actives largely listed as inhibitors; note: potency is the fitted concentration of half-maximal effect; % is set by controls: 0 for no effect and ±100 for the full control effect; nearly all actives have a fitted effect of over 60% in size
# Target sequence (P51450 whole entry, looked up, the tested form may be a part): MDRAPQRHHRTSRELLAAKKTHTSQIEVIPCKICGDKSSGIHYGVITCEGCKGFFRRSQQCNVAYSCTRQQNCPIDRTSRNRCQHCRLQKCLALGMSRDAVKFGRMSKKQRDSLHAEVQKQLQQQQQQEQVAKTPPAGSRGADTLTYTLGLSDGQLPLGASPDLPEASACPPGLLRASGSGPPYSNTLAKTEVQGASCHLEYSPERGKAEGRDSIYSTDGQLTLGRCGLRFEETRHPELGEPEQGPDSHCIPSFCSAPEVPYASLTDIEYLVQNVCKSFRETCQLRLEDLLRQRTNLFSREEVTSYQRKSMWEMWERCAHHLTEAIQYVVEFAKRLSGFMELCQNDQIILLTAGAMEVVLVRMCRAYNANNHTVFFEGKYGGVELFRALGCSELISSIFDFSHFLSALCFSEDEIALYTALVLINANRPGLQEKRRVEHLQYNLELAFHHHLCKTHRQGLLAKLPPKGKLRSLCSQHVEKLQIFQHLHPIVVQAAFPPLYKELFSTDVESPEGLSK
#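 Stable Schneider cell line, Gal4 DNA-binding domain fused to ROR gamma, UAS-luciferase. Cmpd 1 hr RT → CuSO4 700 uM final → 20 hr RT → luciferase reagent 10 min → luminescence.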
# VP16 counter: VP16 counterscreen qHTS for inhibitors of ROR gamma transcriptional activity; Drosophila S2 Gal4-VP16 UAS-luciferase, luminescence, 20 h; Potency, µM (series often up to 53.6 µM), for inactives: top-dose activity, negative = inhibition, usual class: inhibitors; 3.5% of 310,000 active; AID 2546, 2010;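 note: Gal4-VP16 expression switched on by copper sulfate through the metallothionein promoter; potency is the fitted concentration of half-maximal effect; % is set by controls: 0 for no effect and ±100 for the full control effect; nearly all actives have a fitted effect of over 50% in size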
# ELG1 genotox: qHTS screen for small molecules that induce genotoxicity in human embryonic kidney (HEK293T) cells expressing luciferase-tagged ELG1; HEK293T ELG1-luciferase reporter, luminescence, 16 h; Potency, µM (doses to about 46 µM), inactives show at the highest dose activity change, positive = activation, actives largely listed as activators; 1.3% of 330,000 active; AID 504466, 2011; note: potency is the fitted concentration of half-maximal effect; % of control where 0% means no effect; nearly all actives have a fitted effect of over 60% in size
#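 HEK293T cells expressing luciferase-tagged ELG1 were treated with compound or DMSO for 16 hr at 37°C. Luciferase activity was then read after 30 min with ONE-Glo at room temperature; rising signal flags genetic stress.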
# ELG1 repair inh: qHTS screen for small molecules that inhibit ELG1-dependent DNA repair in human embryonic kidney (HEK293T) cells expressing luciferase-tagged ELG1; 2.3% of 330,000 active; Potency, µM (doses to about 46.1 µM), for inactives: top-dose activity change, negative = inhibition, actives largely listed as inhibitors; HEK293T ELG1-luciferase reporter, luminescence, 16 h; DNA damage induced by 5-fluorouridine; note: potency is the fitted concentration of half-maximal effect; % is set by controls: 0 for no effect and ±100 for the full control effect; nearly all actives have a fitted effect of over 55% in size
#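 HEK293T cells expressing luciferase-tagged ELG1 (2,000/well) received 5-Fluorouridine plus compound or DMSO for 16 hr at 37 °C. Luciferase was read by ONE-Glo luminescence after 30 min at room temperature.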
# * hit, by the source's call; ? = inconclusive; · = not tested or not shown; & = joins results of further samples; [ ] = dose if it differs, or a comment. Unless noted, calls come from the whole dose curve; as a rule, active = well fitted curve in the direction sought with a large enough effect; inconclusive = small, poorly fitted or top-dose-only effect, or another doubt; inactive = no such curve, though single readings can be large; an effect the other way counts as inactive or inconclusive.
SMILES,Tb PFK inh,Rab9 promoter act,NPC1 prom act,FLuc counter,TRPV1 ag,BRCA1 expr act,p53 reactivator,RORgamma inh,VP16 counter,ELG1 genotox,ELG1 repair inh
Cc1ccc(/C=N/NC(=O)CSc2nc3ccccc3c(=O)n2-c2ccccc2)s1,-2%,-3%,-5%,1%,14,-7%,-5%,?,-25%,0%,?
COc1cccc(CNC(=O)c2ccc(C3SCCS3)cc2)c1,-8%,6%,4%,17µM*,?,28%,11%,25%,25%,17%,?
CCSC(=O)N(CC)CC(=O)Nc1c(CC)cccc1CC,0%,-1%,-2%,-1%,5,-13%,-8%,3%,-5%,-6%,-7%
CCc1ccccc1NC(=O)c1cnccn1,-1%,2%,-6%,1%,-1,4%,9%,-10%,-17%,3%,15%
CCOC(=O)Nc1c(C)n(C)n(-c2ccccc2)c1=O,0%,2%,0%,0%,3,-1%,-2%,-1%[10 µM],3%,1%,0%
CN1/C(=C\C(=S)NC(=O)c2cccc(Br)c2)C(C)(C)c2ccccc21,0%,0%,-2%,3%,10,-66%,5%,?,6.3µM*,-4%,?
O=C(CSc1c2c(nc3ccc(Cl)cc13)CCCC2)NCCCN1CCOCC1,2%,1%,-1%,-1%,9,-61%,-10%,?,0%,-25%,-4%
Cc1ccc(-c2nn3c(C)nnc3s2)cc1NC(=O)c1ccco1,-3%,0%,-3%,0%,-2,-8%,0%,10%,-2%,4%,15%
Cc1cccc(N=N/C(=C\O)C(=O)c2ccc(Br)cc2)c1,0%,-5%,1%,?,14,-62%,14%,-24%,?,-9%,?
COc1ccc(-n2nc3c(c2NC(=O)CC(C)C)CS(=O)C3)cc1 (configuration not stated),0%,0%,-1%,1%,1,4%,-3%,4%,-10%,-1%[9.26 µM],22%
O=C(Nc1nccs1)C1CCN(S(=O)(=O)c2c(Cl)cccc2Cl)CC1,?,9%,0%,-1%,?,-30%,-4%,8.9µM*,9%,-18%,?
O=c1cc(-c2ccccc2[N+](=O)[O-])oc2ccccc12,8%,-14%,-22%,0%,18,-21%,-1%,-28%,1%,5%,-6%
O=C(CN1C(=O)c2ccccc2C1=O)Nc1ccc(S(=O)(=O)NCC2CCCO2)cc1 (configuration not stated),0%,-1%,0%,-1%,-3,6%,1%,-27%,-5%,0%,5%
CCc1c(C(=O)N/N=C/c2ccco2)nnn1-c1nonc1N,4%,10%,-1%,-14%,1,-18%,-8%,?,-4%,6%,2%
O=C1CCCN=C(Nc2ccc(F)c(Cl)c2)S1,-27%,11%,4%,-8%,-23,24%,2%,2%,?,0%,27%

# Molecules from the list above that contain a halogen, in the order listed:
SMILES,Tb PFK inh,Rab9 promoter act,NPC1 prom act,FLuc counter,TRPV1 ag,BRCA1 expr act,p53 reactivator,RORgamma inh,VP16 counter,ELG1 genotox,ELG1 repair inh
CN1/C(=C\C(=S)NC(=O)c2cccc(Br)c2)C(C)(C)c2ccccc21,0%,0%,-2%,3%,10,-66%,5%,?,6.3µM*,-4%,?
O=C(CSc1c2c(nc3ccc(Cl)cc13)CCCC2)NCCCN1CCOCC1,2%,1%,-1%,-1%,9,-61%,-10%,?,0%,-25%,-4%
Cc1cccc(N=N/C(=C\O)C(=O)c2ccc(Br)cc2)c1,0%,-5%,1%,?,14,-62%,14%,-24%,?,-9%,?
O=C(Nc1nccs1)C1CCN(S(=O)(=O)c2c(Cl)cccc2Cl)CC1,?,9%,0%,-1%,?,-30%,-4%,8.9µM*,9%,-18%,?
O=C1CCCN=C(Nc2ccc(F)c(Cl)c2)S1,-27%,11%,4%,-8%,-23,24%,2%,2%,?,0%,27%

# Next section.
SMILES,Tb PFK inh,Rab9 promoter act,NPC1 prom act,FLuc counter,TRPV1 ag,BRCA1 expr act,p53 reactivator,RORgamma inh,VP16 counter,ELG1 genotox,ELG1 repair inh
Cc1cc(C)c(C(=O)COC(=O)Cn2cnnn2)cc1C,-8%,-3%,2%,2%,1,-4%,-6%,16%,2%,-5%,-4%
COc1cc(Nc2ccccn2)cc(C(=O)Nc2cccc(C(F)(F)F)c2)c1,-2%,-10%,2%,?,-1,-66%&-3%,1%,28%,11%,-13%,?
COc1ccccc1NC(=O)Nc1nc(CC(=O)N2CCN(c3ccccc3OC)CC2)cs1,1%,-1%,-12%,17µM*,2,-53%,9%,·,·,-11%,?
Cc1nn(C)cc1CN(C)C(=O)CCc1nnc(CCC2CCCCC2)o1,-1%,3%,-1%,?,1,30%,14%,4%,29%,14%,?
C=CCNC(=O)NC(=O)c1csc([N+](=O)[O-])c1,-13%,-4%,-8%,-2%,-2,-5%,8%,1%,2%,-3%,0%
Cc1cc(Br)cc(C)c1NC(=O)c1ccc(C#N)cc1F,2%,-3%,-3%,-2%,2,-10%,-3%,19%,-2%,0%,-10%
O=C(NN1C(=O)NC2(CCCCC2)C1=O)c1cccs1,4%,·,·,·,·,1%,-3%,·,·,0%,13%
Cc1ccc(-c2[nH]c3ccccc3c2SCCNC(=O)c2ccc(S(=O)(=O)N3CCOCC3)cc2)cc1,-5%,-3%,-7%,-4%&3%,-3,-40%,-3%,13%,-1%,-5%,?
CCn1c(SCC(=O)NC2CCCC2)nnc1-c1c[nH]c2ccccc12,1%,-7%,-2%,-2%,0,-17%,0%,-3%,-13%,-5%,-4%
COc1cc(OC)c(C2=NOC(C(=O)N3CCN(C(=O)c4ccco4)CC3)C2)cc1Cl (configuration not stated),3%,1%,-2%,4%,0,-12%,-2%,0%,0%,3%,7%
CC1Cc2ccccc2N1C(=O)CSc1nnc2sc3ccccc3n12 (configuration not stated),-2%,-4%,2%,-18%,9,15%,-7%,-25%,?,4%,-17%
COc1ccc(NC(=O)c2cccc(Cn3cc(Br)c([N+](=O)[O-])n3)c2)c(C)c1,3%,-9%,1%,0%,?,-14%,-1%,?,-28%,-11%,?
COc1ccc(OCC(=O)Nc2nnc(-c3ccco3)s2)cc1,-10%,-3%,-6%,?,1,-4%,-1%,?,10%,0%,-2%
COc1ccccc1NC(=O)Nc1ccc(C)cn1,0%,7%,21%,?,12,0%,9%,36%,5%,6%,?
Cc1cccc(NC(=O)CN2C(=O)/C(=C3\SC(=S)N(CC4CCCO4)C3=O)c3ccccc32)c1 (configuration not stated),1%,0%,-12%,-1%,-1,15%,2%,-15%,2%,0%,13%
CCOC(=O)C1CCCN(CCC(=O)Nc2cc(OC)ccc2OC)C1 (configuration not stated),4%,-3%,-3%,13%,-1,15%,·,-22%,2%,-6%,3%
COc1ccc(C2N(c3ccccc3)C(=S)N3CCCN23)cc1 (configuration not stated),0%,1%,-5%,5%,-8,-17%,5%,1%,5%,-1%,12%
CC(C)c1ccc(NC(=O)COC(=O)C2=COCCO2)cc1,-5%,2%,0%,-24%,11,40%,23%,?,2%,?,?
Cc1cccc(N2CC(C(=O)Nc3ccc4c(c3)OCCO4)CC2=O)c1C (configuration not stated),-4%,-1%,-2%,-14%,0,-8%,2%,-15%,5%,?,?
COCc1[nH]c(=S)c(C#N)cc1C(=O)OC,-3%,0%,1%,-8%,-4,0%,-2%,?,-21%,0%,10%
COc1ccc(NC(=O)CN(C)C(=O)CCCc2nc3ccccc3c(=O)[nH]2)cc1,3%,-5%,-4%,-1%,2,-9%,3%,·,·,0%,23%
CC1=CC(C)(C)N2C(=O)C3(SCC(=O)N3c3ccc(F)cc3)c3cc(C)cc1c32 (configuration not stated),-4%,1%,-2%,10%,6,-72%[inhibitor],-1%,16µM*,0%,-15%,0%
COc1ccc(Cl)cc1N=Cc1c(O)c2ccccc2oc1=O,-1%,0%,-2%,-15%,6,-20%,·,·,·,0%,11%
N#Cc1cn(Cc2ccccc2)c(=O)[nH]c1=O,-1%,2%,-1%,-1%,-1,12%,-1%,8%,-10%,5%,4%

# Rows are unselected; any-hit rate near 15%.
